Screens as filed in PubChem BioAssay.
dFosB activator: activators of mouse delta FosB homodimer | P13346 | purified delta FosB, TAMRA-CDK5 oligo fluorescence polarization; percent of positive-control signal above neutral wells | activation, % at 25 µM | 0.99% of 340,000 active;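 active means mean activation above about 17%, with every replicate also reaching it, limit read from the data, passing the limit was not always enough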;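 further: fluorescence polarization rise as delta FosB binds a TAMRA Cdk5 AP-1 oligo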
SR-BI DiI-HDL act: enhances SR-BI lipid uptake from DiI-HDL; AID 504775; activation, % at 12.5 µM; CHO ldlA[mSR-BI] cells, DiI-HDL uptake fluorescence, 3 h; 100 = double the neutral-control signal; 0.096% of 320,000 active;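 active means mean replicate activation of at least 60% and every replicate at or above 60%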;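 further: 0% = median plate neutral-control signal and 100% = twice that signal; values of inactives mirror those of a sister screen read the other way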
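Assay system: CHO ldlA[mSR-BI] cells, LDL receptor-null, SR-BI overexpressing; medium: Ham's F12 with 0.5% BSA, HEPES 25 mM, pH 7.4; also added: DiI-HDL 10 µg/mL; timing: 3 h uptake period with compound, 37 °C; signal: DiI fluorescence, bottom read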
RTF Ca sens act: cardiac RTF calcium sensitization; IANBD-labeled TnC RTF fluorescence at EC20 calcium; 0% EC20 calcium, 100% full calcium; 0.24% of 340,000 active; P19429+P45379; AID 493008; activation, % at 7.2 µM;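 active means activation above the mean over all tested compounds plus 3 SD, cut at about 30% in these data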;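 further: rise in fluorescence read as greater calcium sensitivity of cardiac thin filaments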
CDK5 p35 inh: CDK5/p35 (human) kinase inhibition; Q00535+Q15078; Recombinant CDK5/p35, ADP-Glo luminescence, 60 min; inhibition, % at 10 µM; 0.01% of 330,000 active; AID 488839;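 active means highest replicate inhibition of at least 50% and at least 75% of replicates reaching 50%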;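 further: plate controls were DMSO neutral control for no effect and GW8510 at 10 µM for full effect; many of its hits are not listed in these tables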
Target sequence (Q00535 whole entry, looked up): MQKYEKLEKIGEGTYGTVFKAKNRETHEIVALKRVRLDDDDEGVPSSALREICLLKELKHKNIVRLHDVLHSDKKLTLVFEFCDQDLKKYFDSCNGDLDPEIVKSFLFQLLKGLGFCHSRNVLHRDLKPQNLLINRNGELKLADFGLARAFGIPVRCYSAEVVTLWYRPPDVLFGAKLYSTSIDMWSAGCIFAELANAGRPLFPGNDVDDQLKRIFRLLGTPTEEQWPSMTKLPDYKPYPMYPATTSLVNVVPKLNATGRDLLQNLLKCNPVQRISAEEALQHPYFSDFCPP
Target sequence (Q15078 whole entry, looked up): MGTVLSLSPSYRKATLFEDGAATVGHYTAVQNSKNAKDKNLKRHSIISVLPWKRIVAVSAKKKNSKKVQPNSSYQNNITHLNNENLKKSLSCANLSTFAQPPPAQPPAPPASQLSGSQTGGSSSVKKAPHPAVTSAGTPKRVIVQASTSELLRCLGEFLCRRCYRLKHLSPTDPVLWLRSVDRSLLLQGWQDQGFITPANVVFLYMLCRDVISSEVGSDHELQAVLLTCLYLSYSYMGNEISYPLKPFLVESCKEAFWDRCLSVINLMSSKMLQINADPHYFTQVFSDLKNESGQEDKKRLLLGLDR
MITF act: MITF TRPM1 promoter activation in melanoma cells; SK-MEL-5 TRPM1-promoter luciferase, 24 h; % of positive control, neutral wells = 0; activation, % at 12.5 µM; 0.75% of 300,000 active; AID 588334;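 active means mean activation of at least 80% with every replicate also reaching 80%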;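 further: 0% = neutral control wells and 100% = parthenolide positive control wells; values of inactives mirror those of a sister screen read the other way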
HTR5A ag ctr: activates human HTR5A in OPRM1-OPRD1 agonist counter-screen; HTR5A agonist assay, luminescence, cell-based; activation, % at 9.3 µM; 0.61% of 340,000 active; AID 504692; in the data active means activation mostly above about 9.5%, no sharp cut-off; inactive means mostly below about 7.6%;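 further: 0% = cells with vehicle only and 100% = reference agonist; strong numbers were not always called active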
Wnt act: Wnt/beta-catenin pathway activation | 1.2% of 300,000 active | activation, % at 9.35 µM | Wnt/beta-catenin reporter cell assay, activator, plate reader; in the data active means activation above about 30%, passing the limit was not always enough;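 further: 0% = neutral control wells and 100% = positive control wells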
Rtt109 HAT inh: inhibitors of Candida albicans Rtt109/Vps75 histone acetyltransferase; Q5AAJ8; purified Rtt109/Vps75, ThioGlo CoA-SH fluorescence, 4 h; inhibition, % at 34.9 µM; 0.16% of 330,000 active;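 active means inhibition of at least 50% in every replicate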
Target sequence (Q5AAJ8 whole entry, looked up): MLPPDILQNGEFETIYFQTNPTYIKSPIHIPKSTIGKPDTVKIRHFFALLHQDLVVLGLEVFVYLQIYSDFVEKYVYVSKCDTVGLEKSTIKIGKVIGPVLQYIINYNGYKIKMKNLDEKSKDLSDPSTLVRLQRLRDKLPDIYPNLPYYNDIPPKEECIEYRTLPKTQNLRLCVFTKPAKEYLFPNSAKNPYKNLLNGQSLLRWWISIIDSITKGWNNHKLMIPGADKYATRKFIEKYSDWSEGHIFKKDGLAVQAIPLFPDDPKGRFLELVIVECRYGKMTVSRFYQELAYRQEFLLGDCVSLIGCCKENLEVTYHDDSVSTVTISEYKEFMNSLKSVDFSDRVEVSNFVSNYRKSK
PvdQ acylase: P. aeruginosa PvdQ acylase inhibition; purified PvdQ acylase, fluorescence plate reader; inhibition, % at 10 µM; 0.063% of 340,000 active; AID 488965; in the data active means inhibition above about 30%, passing the limit was not always enough;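 further: 0% = vehicle neutral wells and 100% = reference inhibitor wells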
SR-BI DiI inh: mouse SR-BI HDL lipid transfer inhibition; Q61009; ldlA[mSR-BI] CHO cells, DiI-HDL uptake fluorescence, 3 h; inhibition, % at 12.5 µM; 0.96% of 320,000 active; AID 488896;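 active means mean replicate inhibition of at least 70% and a set share of replicates each scoring 70 or more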;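 further: 0% = median of neutral control wells and 100% = median of positive control wells; values of inactives mirror those of a sister screen read the other way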
* hit, by the source's call; / = not tested or not shown.

The first 3 entries, ahead of the listing:
SMILES | dFosB activator | SR-BI DiI-HDL act | RTF Ca sens act | CDK5 p35 inh | MITF act | HTR5A ag ctr | Wnt act | Rtt109 HAT inh | PvdQ acylase | SR-BI DiI inh
CC(=O)Nc1nc2cc([N+](=O)[O-])ccc2s1 | 0 | 17 | -5 | 1.2 | 14 | -1 | 3 | -5 | -6 | -17
CCOc1ccc(NC(=O)c2ccc(NC(=O)C3CCCO3)cc2)cc1 (stereo not given) | 2 | -25 | -7 | 0.1 | 10 | 5 | 0 | -7 | -4 | 25
Cc1cc(C)c(C2=Nn3c(C)nnc3SC2C)cc1C (stereo not given) | -4 | -16 | 2 | -1.5 | -11 | -1 | 1 | -8 | -7 | 16

The list itself, from the start:
SMILES | dFosB activator | SR-BI DiI-HDL act | RTF Ca sens act | CDK5 p35 inh | MITF act | HTR5A ag ctr | Wnt act | Rtt109 HAT inh | PvdQ acylase | SR-BI DiI inh
CC(=O)Nc1nc2cc([N+](=O)[O-])ccc2s1 | 0 | 17 | -5 | 1.2 | 14 | -1 | 3 | -5 | -6 | -17
CCOc1ccc(NC(=O)c2ccc(NC(=O)C3CCCO3)cc2)cc1 (stereo not given) | 2 | -25 | -7 | 0.1 | 10 | 5 | 0 | -7 | -4 | 25
Cc1cc(C)c(C2=Nn3c(C)nnc3SC2C)cc1C (stereo not given) | -4 | -16 | 2 | -1.5 | -11 | -1 | 1 | -8 | -7 | 16
COc1ccc(NC(=O)c2csc(Cc3ccc(Cl)cc3)n2)cc1 | 5 | 34 | 3 | -1.9 | -11 | 3 | 0 | -6 | -4 | -34
CS(=O)(=O)N(CC(=O)N1CCc2ccccc2C1)c1cccc(Br)c1 | -6 | -2 | 2 | 0.3 | / | 2 | 8 | 0 | -14 | 2
COc1ccc(N2CC(C(=O)N/N=C/c3ccccc3)CC2=O)cc1 (stereo not given) | -7 | -9 | -2 | 0.3 | -4 | 3 | -1 | 2 | 11 | 9
COc1ccc(NC(=O)C2CC(=O)N(c3cc(C)ccc3C)C2)cc1 (stereo not given) | -11 | 2 | 4 | -2.1 | -6 | -6 | / | -3 | -18 | -2
CCOc1ccc(CCNC(=O)Cn2ncn3nc(-c4ccc(OC)cc4)cc3c2=O)cc1OCC | 7 | -14 | -2 | 0.0 | 5 | 2 | -3 | -4 | -23 | 14
Cc1cccc(NC(=O)CN2NS(=O)(=O)c3ccccc3C2=O)c1 | 2 | -4 | 3 | -2.0 | -3 | 4 | / | -14 | -13 | 4
COc1ccc(C)cc1NC(=O)CN(c1ccc(C)cc1)S(C)(=O)=O | -2 | -9 | 2 | -7.8 | -13 | -1 | -8 | -6 | 3 | 9
Cc1cc(C)c(NC(=O)CN(C)C(=O)CCC(=O)c2ccc(C)s2)c(C)c1 | 1 | / | 1 | 0.5 | -7 | -5 | 0 | 37 | 6 | 19
COCCCNC(=O)CC1C[C@H](C(=O)N2CCOCC2)[C@@]2(C)c3[nH]c4ccc(OC)cc4c3CCN2C1=O (stereo not given in full) | -1 | -6 | 0 | -0.4 | -6 | 0 | -1 | 0 | 4 | 6
O=C(CN1C(=O)NC(Cc2c[nH]c3ccccc23)C1=O)NCC(F)(F)F (stereo not given) | 1 | 3 | 2 | -2.8 | -1 | 6 | -1 | 1 | -1 | -3
COc1cccc(C(=O)COC(=O)c2ccc(NC(C)=O)cc2)c1 | -1 | -11 | -3 | -1.4 | 7 | -4 | 1 | 0 | -13 | 11
Cc1nn(CC(=O)NC(C)C)c(C)c1[N+](=O)[O-] | -2 | / | 1 | 1.2 | 2 | 5 | 1 | / | 10 | /
O=C(Nc1ccc2c(c1)OCO2)c1ccc(Br)c(S(=O)(=O)N2CCCC2)c1 | -7 | -49 | -2 | -0.1 | / | 8 | 7 | 7 | -2 | 49
CCc1ccccc1N(CC(=O)NCC1CCCO1)C(=O)CCC(=O)Nc1nccs1 (stereo not given) | -3 | / | 7 | 0.3 | 4 | 8 | -2 | -8 | -13 | /
Cc1ccc2nc(NC(=O)C3CCN(S(=O)(=O)c4cccnc4)CC3)sc2c1 | -10 | -23 | 3 | 0.4 | -18 | -8 | -2 | 3 | -3 | 23
Nc1cc(-c2ccccc2)n2c(n1)nc1ccccc12 | 2 | 1 | 0 | 3.2 | -4 | 2 | -1 | -8 | 7 | -1
CCc1ccc(S(=O)(=O)NCCc2csc(C)n2)s1 | 6 | 10 | 0 | 1.0 | -12 | 4 | 3 | 4 | -11 | -10
C/C=C(\C)C(=O)NCCN1C2=NC[C@@H](Cc3ccccc3)N2C[C@@H]1Cc1ccc(OC)cc1 | 5 | -7 | -11 | 0.7 | 7 | -1 | 1 | 6 | -14 | 7
N/C(Cc1ccc(Cl)cc1Cl)=N\OC(=O)Cc1cccs1 | 3 | 16 | -2 | -0.9 | 4 | 2 | 12 | -2 | -7 | -16
Cc1ccc(Cl)cc1NC(=O)Cn1cc(C(F)(F)F)cc(Cl)c1=O | -10 | -2 | 10 | -1.9 | -6 | -2 | / | -4 | -15 | 2
CC(C)Oc1ccccc1-c1nc(SCC(=O)O)n[nH]1 | 0 | 5 | -1 | -0.3 | 3 | 12* | -1 | 1 | 5 | -5
Cc1cccc(NC(=O)c2ccc3c(c2)CCN3S(C)(=O)=O)c1 | -3 | -39 | 0 | 2.4 | / | 3 | 8 | 8 | 8 | 39
Cc1ccc2nc(-c3cccc(Br)c3)cc(C(=O)NCC3CCCO3)c2c1 (stereo not given) | -5 | / | -5 | 0.8 | -4 | 5 | 1 | -5 | 0 | 59
CCOC(=O)CNC(=O)c1ccc2c(c1)OCCO2 | -4 | 16 | -1 | -1.5 | 48 | 10 | / | 1 | -11 | -16
CCN(CC)C(=O)[C@H]1C[C@H](CC(=O)NCCCn2ccnc2)C(=O)N2CCc3c([nH]c4cc(-c5ccco5)ccc34)[C@]12C | -17 | -9 | -2 | -1.8 | -3 | 0 | -1 | -4 | -16 | 9
COc1cc(Cl)c(NS(=O)(=O)c2cc3[nH]c(=O)c(=O)[nH]c3cc2C)c(OC)c1 | 0 | -27 | -6 | -0.3 | 2 | -5 | 11 | 7 | 0 | 27
CC(NC(=O)COC(=O)c1ccc2c(c1)S(=O)(=O)N=C1CCCCCN12)C12CC3CC(CC(C3)C1)C2 (stereo not given) | 4 | -12 | 3 | -3.2 | -49 | 0 | -3 | -1 | -12 | 12
O=C(OCC(=O)N1CCCC1)c1ccco1 | -10 | 32 | 5 | -1.9 | 5 | -4 | 2 | 3 | -18 | -32
O=C(N1CCCC1)C12CC3CC(CC(C3)C1)C2 | 4 | 3 | 3 | 1.1 | -9 | 2 | / | -4 | 17 | -3
COCCNCCCOc1ccc(Br)cc1Cl | -6 | 23 | -6 | -3.9 | 8 | 0 | / | -5 | -2 | -23
O=C(Nc1cccc(F)c1)NC1CCCCC1 | 6 | 1 | -2 | -0.6 | 24 | 4 | / | 2 | -5 | -1
CCOC(=O)c1oc2ccccc2c1CN1CC(C)OC(C)C1 (stereo not given) | 1 | 10 | -1 | 1.4 | -6 | 5 | -2 | -7 | -9 | -10
COc1cc(OC)nc(NC(=S)NC(=O)c2ccccc2)n1 | -13 | -5 | 10 | 0.6 | -19 | 1 | 4 | -10 | 15 | 5
Cc1ccc(-c2nc(N3CCOCC3)sc2C(=O)N2CCCCC2)cc1 | 1 | -8 | 5 | 0.5 | 1 | 3 | 2 | 10 | -14 | 8
Nc1nc(SCC(=O)N2CCCC2)[nH]c(=O)c1NC(=O)c1cccs1 | 0 | / | -3 | -0.7 | 6 | -2 | -1 | 2 | 1 | /
O=C(Nc1ccccc1N1CCN(c2ccccc2)CC1)c1cccc(F)c1 | -9 | -62 | -19 | 4.8 | 7 | 1 | / | / | 8 | 62
C[C@H]1C(=O)N(c2ccccc2)[C@@H]1c1ccccc1 | -1 | -7 | 2 | 2.0 | 6 | 1 | 0 | 0 | -10 | 7
COc1ccc(-c2nnc(C(C)Nc3cccc(C(=O)NC4CC4)c3)o2)cc1 (stereo not given) | -3 | -9 | 5 | 0.5 | 14 | 3 | 4 | -3 | -4 | 9
CC(C)c1ccc(NC(=O)CSc2nc3ccccc3nc2N2CCCC2)cc1 | -3 | 21 | -2 | -2.0 | / | 1 | -3 | 5 | -10 | -21
CCOc1ccc(OCCNCc2ccc(OC(C)C(=O)N(C)C)c(OCC)c2)cc1 (stereo not given) | -4 | 23 | -5 | 0.8 | 1 | 5 | -2 | -2 | -8 | -23
CCNc1ccc(S(=O)(=O)N(C)C)cc1NCC(=O)Nc1c(F)cccc1F | 2 | -14 | 0 | -0.9 | 5 | 0 | -1 | 11 | 9 | 14
O=C(NNS(=O)(=O)c1ccc([N+](=O)[O-])cc1)c1ccncc1 | 5 | / | -6 | -0.3 | -13 | -2 | -2 | -12 | -1 | /
Cc1ccc(N2C(=O)N(Cc3ccccc3C)c3ccccc3S2(=O)=O)cc1 | 0 | 13 | 0 | -1.2 | 4 | 2 | 3 | 1 | 8 | -13
CCCOc1ccc(Br)cc1CSC(=N)N | -1 | 3 | 4 | 2.4 | 0 | -3 | / | 3 | -36 | -3
Cc1ccc(OCC(O)Cn2nc(C)cc2C)cc1 (stereo not given) | -7 | / | 0 | 0.0 | 0 | -2 | -2 | -6 | -18 | /
O=C(CN1CCN(c2ccc(F)cc2)CC1)Nc1ccc(S(=O)(=O)N2CCOCC2)cc1 | -3 | / | -2 | -0.6 | -4 | -6 | -2 | 1 | -7 | -13
COC(=O)CS(=O)(=O)c1ccsc1C(=O)Nc1ccc(F)c(F)c1 | 6 | -14 | 8 | -6.0 | -2 | 1 | 0 | -2 | -7 | 14
OCc1cc(C(O)CNCCCCCCOCCCCc2ccccc2)ccc1O (stereo not given) | -1 | 2 | 3 | 1.3 | 0 | 3 | -3 | 8 | -10 | -2
CC(=O)Nc1cc(C(=O)N2CCCC2)ccc1S(=O)(=O)c1ccc(C)cc1 | 4 | 7 | 2 | -0.5 | -12 | -3 | 0 | 5 | -4 | -7
Cc1csc(SCC(=O)N(C)CC(=O)Nc2ccc(F)cc2)n1 | -2 | -4 | -6 | -0.9 | 1 | -7 | / | -3 | -5 | 4
CCOC(=O)C1=C(c2ccccc2)NC(N)=NC1c1ccc(OCc2ccc(Cl)cc2)c(OC)c1 (stereo not given) | -64 | / | 0 | 0.0 | -37 | 2 | 14 | 40 | 0 | /
Cc1ccc(C(=O)C(C)OC(=O)CCN2C(=O)C3C4C=CC(C5CC45)C3C2=O)cc1 (stereo not given) | -9 | 2 | 4 | 0.1 | -15 | -4 | 0 | 4 | -3 | -2
CCn1c(C)cc(=S)c2ccccc21 | -1 | 9 | 0 | 2.5 | 5 | 2 | -7 | 10 | 12 | -9
O=C(NCCCN1CCOCC1)c1sc2ccccc2c1Cl | -8 | 14 | -7 | -3.1 | 22 | -3 | 9 | -2 | -7 | -14
Cc1ccccc1NC(=O)C1C2CCCCC21 (stereo not given) | 0 | -2 | -1 | 1.3 | 6 | -3 | -1 | 2 | -7 | 2

Compounds as they come (roughly 4.4% active in at least one column).
